Screens: PubChem, several laboratories
Rtt109 HAT inh: C. albicans Rtt109 histone acetyltransferase inhibition. Q5AAJ8. purified Rtt109/Vps75, ThioGlo CoA-SH fluorescence, 4 h. inhibition, % at 34.9 µM. actives 0.16% (n = 330,000). AID 540336;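 active means inhibition of at least 50% in every replicate; inconclusive means best replicate reaches 50% inhibition but some replicates fall short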
Target sequence (Q5AAJ8 whole entry, looked up): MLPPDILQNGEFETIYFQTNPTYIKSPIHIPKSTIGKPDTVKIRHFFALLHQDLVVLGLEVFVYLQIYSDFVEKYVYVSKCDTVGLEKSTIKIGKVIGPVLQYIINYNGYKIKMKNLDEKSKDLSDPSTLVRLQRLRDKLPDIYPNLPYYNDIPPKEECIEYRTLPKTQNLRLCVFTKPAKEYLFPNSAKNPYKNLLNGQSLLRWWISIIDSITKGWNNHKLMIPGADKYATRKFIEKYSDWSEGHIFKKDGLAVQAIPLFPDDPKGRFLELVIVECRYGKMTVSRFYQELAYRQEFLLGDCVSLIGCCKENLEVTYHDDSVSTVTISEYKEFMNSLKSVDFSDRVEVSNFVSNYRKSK
RTF Ca sens inh: cardiac RTF calcium desensitization. P19429+P45379. IANBD-labeled cardiac RTF, Ca2+ fluorescence. inhibition, % at 7.15 µM. actives 0.12% (n = 340,000);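 active means inhibition above the mean inhibition of all tested compounds plus 3 SD, cut at about 17% in these data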;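 further: assay run at fixed EC70 calcium of 1.6 mM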
CAL PDZ FP-1: blocks peptide binding to human CAL PDZ domain; actives 0.02% (n = 330,000); Q9HD26; AID 504414; inhibition, % at 20 µM; purified CAL PDZ, TMR-peptide fluorescence polarization, 1 h;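 active means highest replicate inhibition of at least 40%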;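 further: plate controls were DMSO neutral control wells for no effect and unlabeled competitor peptide control wells for full effect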
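Control set: unlabelled peptide and DMSO controls / Material: purified CerCALP PDZ construct / Timing: 1 h incubation at room temperature before polarization reading / Doses: 20 µM, one dose / Detection: fluorescence polarization (mP)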
Keap1 Nrf2 FP: Keap1-Nrf2 (human) interaction inhibition | inhibition, % at 9.4 µM | AID 504523 | actives 0.15% (n = 340,000) | Keap1 Kelch-Nrf2 peptide fluorescence polarization, 1536-well; in the data active means inhibition above about 12%; inconclusive means no clear call, values can overlap the other calls; inactive means below about 7.3%;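 further: human Keap1 Kelch domain with fluorescein labeled Nrf2 9mer peptide probe; 0% = neutral control wells and 100% = peptide positive control; higher means more block of Keap1 binding to Nrf2 peptide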
LANA DNA inh: inhibitors of KSHV LANA C-terminal domain DNA binding; MBP-C-LANA/FAM-LBS DNA binding, fluorescence polarization; inhibition, % at 9 µM; AID 504423; actives 0.078% (n = 340,000);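 active means highest replicate inhibition at or above 60% at 9 µM, even if other replicates fall short; inactive means all replicates below 60% inhibition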;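 further: 0% = neutral control wells and 100% = 4 µM acridine orange control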
SR-BI uptake up: SR-BI HDL lipid transfer activation | CHO ldlA[mSR-BI] cells, DiI-HDL uptake fluorescence, 3 h; 100 = double the neutral-control signal | activation, % at 12.5 µM | actives 0.096% (n = 320,000) | AID 504775;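 active means mean replicate activation of at least 60% and every replicate at or above 60%; inconclusive means mean or all-replicate condition met, but not both; inactive means mean below 60% and not all replicates reaching 60%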;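 further: 0% = median plate neutral-control signal and 100% = twice that signal; values of inactives mirror those of a sister screen read the other way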
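System: CHO ldlA[mSR-BI] cells / Medium: HEPES-buffered (25 mM, pH 7.4) F12 plus 0.5% BSA / Probe or stimulus: labelled HDL, 10 µg/mL / Doses: single compound concentration, delivered by pin transfer / Schedule: 3 h, 37 °C / Measured by: DiI fluorescence, bottom read / Measure: cell-associated DiI fluorescence as measure of HDL uptake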
cardiac RTF act: increases calcium sensitivity of human cardiac regulated thin filaments; P19429+P45379; IANBD-labeled TnC RTF fluorescence at EC20 calcium; 0% EC20 calcium, 100% full calcium; activation, % at 7.2 µM; actives 0.24% (n = 340,000); AID 493008;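 active means activation above the mean over all tested compounds plus 3 SD, cut at about 30% in these data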;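 further: rise in fluorescence read as greater calcium sensitivity of cardiac thin filaments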
DAGLB inh: diacylglycerol lipase beta (human) inhibition; inhibition, % at 5.17 µM; HEK293T DAGLB membrane lysate, EnzChek fluorogenic substrate; actives 0.059% (n = 340,000); Q8NCG7; in the data active means inhibition above about 34%;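 further: 0% = enzyme with vehicle and 100% = wells lacking enzyme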
PKA-R2B act: activators of human PKA-R2B complex; AID 504700; P22694+P31323; PKA-R2B holoenzyme dissociation, Cy5-IP20 fluorescence polarization; R2B truncated from residue 108, S112A mutant; 0% DMSO only, 100% 113 µM cGMP; actives 0.079% (n = 340,000); activation, % at 11.4 µM;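 active means activation above a cutoff set at the mean over all compounds plus 3 SD, cut at about 18% in these data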;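 further: higher means more holoenzyme dissociation and a rise in polarization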
Target sequence (P31323 whole entry, looked up, other chains not shown, the tested form may be a part): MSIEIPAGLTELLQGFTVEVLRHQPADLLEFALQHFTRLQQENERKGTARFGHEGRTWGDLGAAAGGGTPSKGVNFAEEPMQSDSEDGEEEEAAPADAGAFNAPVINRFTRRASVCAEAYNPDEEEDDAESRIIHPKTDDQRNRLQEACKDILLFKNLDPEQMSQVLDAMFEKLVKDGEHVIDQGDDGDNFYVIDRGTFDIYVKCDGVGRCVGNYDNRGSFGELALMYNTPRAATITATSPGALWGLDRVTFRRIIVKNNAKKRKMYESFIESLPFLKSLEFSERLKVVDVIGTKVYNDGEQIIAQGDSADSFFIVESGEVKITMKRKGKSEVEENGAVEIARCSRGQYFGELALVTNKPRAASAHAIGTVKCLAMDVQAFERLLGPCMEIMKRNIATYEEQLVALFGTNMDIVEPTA
CAL PDZ FP-2: CAL PDZ (human) peptide binding inhibition. Q9HD26. purified CAL PDZ, TMR-peptide fluorescence polarization, 1 h. inhibition, % at 24.9 µM. actives 0.92% (n = 300,000). AID 602252;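 active means mean inhibition of at least 30% with at least half of replicates also reaching 30%; inconclusive means no clear call, values can overlap the other calls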;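 further: 0% = DMSO neutral control and 100% = excess unlabeled competitor peptide PRC23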
Starred values were filed as active, the others as inactive; ? = inconclusive; · = no result given.

SMILES	Rtt109 HAT inh	RTF Ca sens inh	CAL PDZ FP-1	Keap1 Nrf2 FP	LANA DNA inh	SR-BI uptake up	cardiac RTF act	DAGLB inh	PKA-R2B act	CAL PDZ FP-2
O=C(Nc1ccc2c(c1)OCO2)C1CCCN(S(=O)(=O)c2cccs2)C1 (stereo not drawn)	19	0	-0.4	-2	1.5	-10	-4	0	-3	-5
Cc1nn(C)c(Cl)c1NC(=O)OCc1ccc(F)cc1	0	2	-3.2	-6	0.4	-10	5	-1	7	-7
COC(=O)/C=C/c1ccc(OC(=O)c2ccncc2)cc1	1	2	-0.9	3	-0.2	15	0	-2	-11	-1
O=c1c([N+](=O)[O-])cccn1Cc1cccc(Cl)c1	-7	-7	-3.1	-2	-0.6	32	2	3	3	-2
Cc1nn(CCCNC(=O)C2CCCO2)cc1Br (stereo not drawn)	-1	-10	-1.1	2	-1.1	48	1	2	-1	4
CCN(CC(=O)Nc1ccc(NC(C)=O)cc1)C(=O)c1ccc2c(c1)S(=O)(=O)N=C1CCCCCN12	-19	-12	-3.6	-2	-0.8	27	9	4	-1	3
O=C(Nn1cnnc1)c1cc([N+](=O)[O-])cc([N+](=O)[O-])c1	-2	-3	0.4	2	-0.4	1	20	0	-7	-1
O=C(CCNC(=O)c1ccccc1Cl)Nc1nc2ccccc2[nH]1	7	3	-1.4	-5	2.1	7	9	2	-8	2
CNS(=O)(=O)c1ccc(NC(=O)C2c3ccccc3Oc3ccccc32)cc1	0	-2	-0.1	4	0.7	-3	-4	1	-7	-1
CCOC(=O)C1CCN(C(=O)C23CC4CC(CC(C4)C2)C3)CC1	10	-9	·	-2	1.0	-1	0	-1	5	-5
N#C/C(=C\c1ccccc1)C(=O)NNS(=O)(=O)c1ccc(Br)cc1	3	3	0.1	-25	0.7	-2	-1	9	4	·
Cc1ccc(C(=O)Nc2ccccn2)cc1S(=O)(=O)N1CCOCC1	1	0	-1.1	1	-1.4	14	4	-5	1	7
CCc1ccc(NC(=O)CC2C(=O)NCCN2C(=O)c2ccc(F)cc2)cc1 (stereo not drawn)	-6	-3	0.2	1	2.0	5	4	-1	4	·
CCNC(=S)/N=C(\N)Nc1nc(C)c2cc(C)ccc2n1	6	-9	-3.5	-24	-1.9	-57	7	4	0	1
Cc1ccsc1C(=O)OCC(=O)Nc1cccc(S(=O)(=O)NC2=NCCCCC2)c1	·	-16	-0.3	2	0.9	-10	2	-1	-1	-2
Cc1nn(Cc2ccc(Cl)cc2)c(C)c1NC(=O)C1CC=CCC1C(=O)O (stereo not drawn)	-1	-15	0.4	-3	-1.6	7	2	-2	2	-3
O=C(CCCNS(=O)(=O)c1ccc(F)cc1)Nc1ccc(F)cc1	-1	3	-1.4	0	1.4	·	3	2	-12	-3
CC(=O)NCCc1ccc(C(=O)COC(=O)C2CCCCC2)cc1	2	-3	0.0	-6	-2.1	6	-2	-3	-1	-2
CCOc1ccc(-c2cc3cc(OC)c(OC)cc3c(C)n2)cc1	10	-1	-0.2	-4	-1.4	-74	-2	-3	-12	-5
O=C(Nc1cccc(NC(=O)c2ccccc2Cl)c1)c1ccco1	-14	-3	-4.2	-1	2.5	-32	0	-1	0	0

Record cards (already shown). Order of values: Rtt109 HAT inh | RTF Ca sens inh | CAL PDZ FP-1 | Keap1 Nrf2 FP | LANA DNA inh | SR-BI uptake up | cardiac RTF act | DAGLB inh | PKA-R2B act | CAL PDZ FP-2
Results for CNS(=O)(=O)c1ccc(NC(=O)C2c3ccccc3Oc3ccccc32)cc1 : 0 | -2 | -0.1 | 4 | 0.7 | -3 | -4 | 1 | -7 | -1
Results for Cc1ccc(C(=O)Nc2ccccn2)cc1S(=O)(=O)N1CCOCC1 : 1 | 0 | -1.1 | 1 | -1.4 | 14 | 4 | -5 | 1 | 7
Results for Cc1nn(C)c(Cl)c1NC(=O)OCc1ccc(F)cc1 : 0 | 2 | -3.2 | -6 | 0.4 | -10 | 5 | -1 | 7 | -7
Results for CCc1ccc(NC(=O)CC2C(=O)NCCN2C(=O)c2ccc(F)cc2)cc1 (stereo not drawn) : -6 | -3 | 0.2 | 1 | 2.0 | 5 | 4 | -1 | 4 | ·
Results for CCOc1ccc(-c2cc3cc(OC)c(OC)cc3c(C)n2)cc1 : 10 | -1 | -0.2 | -4 | -1.4 | -74 | -2 | -3 | -12 | -5

Returning to the listing, starting three compounds before the break.
SMILES	Rtt109 HAT inh	RTF Ca sens inh	CAL PDZ FP-1	Keap1 Nrf2 FP	LANA DNA inh	SR-BI uptake up	cardiac RTF act	DAGLB inh	PKA-R2B act	CAL PDZ FP-2
CC(=O)NCCc1ccc(C(=O)COC(=O)C2CCCCC2)cc1	2	-3	0.0	-6	-2.1	6	-2	-3	-1	-2
CCOc1ccc(-c2cc3cc(OC)c(OC)cc3c(C)n2)cc1	10	-1	-0.2	-4	-1.4	-74	-2	-3	-12	-5
O=C(Nc1cccc(NC(=O)c2ccccc2Cl)c1)c1ccco1	-14	-3	-4.2	-1	2.5	-32	0	-1	0	0
Cc1ccsc1C1CC(=O)Nc2ccccc2S1 (stereo not drawn)	-1	-6	-0.8	3	0.6	11	-3	1	-4	·
COc1ccc(S(=O)(=O)N2CCSC2c2ccc(N)cc2)cc1 (stereo not drawn)	·	-9	-1.5	0	1.1	-1	2	0	5	0
Cc1ccsc1-c1nc(-c2ccccc2)c(-c2ccccc2)[nH]1	-4	-5	·	6	1.0	-71	4	2	-4	-7
O=C(c1ccc(CNS(=O)(=O)c2ccccc2)cc1)N1CCN(Cc2ccccc2)CC1	7	-1	-1.7	2	-0.5	9	1	0	0	-1
O=c1oc2ccccc2c(NCc2ccccc2)c1[N+](=O)[O-]	1	-8	-1.2	-2	0.1	9	2	0	-1	-5
CN(CC(=O)Nc1ccccc1Br)C(=O)c1cc2c(s1)CCCCC2	2	-2	0.0	0	-1.1	7	-8	-10	-3	·
O=C(COC(=O)Cc1ccsc1)NNC(=O)c1ccccc1	9	1	-2.3	-1	0.0	13	4	-2	-3	·
N/C(=N\OC(=O)C1CC1)c1ccc([N+](=O)[O-])s1	-2	0	-0.6	1	-0.3	13	-3	-2	-1	-1
Cc1ccc(NC(=O)CS(=O)CC(=O)Nc2ccc3c(c2)OCO3)cc1Cl (stereo not drawn)	3	-13	-2.1	1	-0.7	-14	0	-6	-7	-1
COc1ccc(CCNC(=O)CCc2ccccc2O)cc1OC	-15	1	-0.3	2	2.0	-12	-1	-1	-4	-2
O=C(Cn1ccc(NC(=O)OCc2ccccc2)nc1=O)NCCCc1ccccc1	1	-17	0.3	-5	0.5	-21	-6	-1	1	-2
O=C(O)c1ccc(N/N=C/c2ccc(-c3cc(Cl)ccc3Cl)o2)cc1	1	-2	-0.9	-4	0.2	42	-9	5	-3	-2
CC(=O)c1ccc(NC(=O)CSc2nnc(Cc3cccn3C)n2-c2ccc(F)cc2)cc1	-1	-10	1.0	-3	-2.6	-26	-3	2	7	-3
Cc1nc(S(=O)(=O)c2ccc(Cl)cc2)nc2c1CCC2	-13	-8	-0.7	-2	0.3	3	5	-3	-4	2
CC(C)(C)c1ccc(S(=O)(=O)NCC(=O)N2CCN(Cc3ccccc3)CC2)cc1	4	-11	-3.1	1	-0.3	21	0	1	-9	-2
C=CCCN(Cc1ccccc1)S(=O)(=O)c1ccccc1Br	-6	-8	0.0	0	1.5	-24	4	-15	-12	5
CCOCCOC(=O)Cn1cnc2scc(-c3ccc(C)cc3)c2c1=O	-2	1	-1.9	-3	-1.6	-16	-3	-2	-15	-7
CCOc1ncccc1C(=O)NCc1ccc(C)cc1	6	-6	-0.5	-2	0.3	26	1	-5	-6	-7
O=C(CSc1ccc(Cl)cc1)N1CCN(c2ncc(C(F)(F)F)cc2Cl)CC1	-24	-8	-1.0	-2	0.1	-5	2	-13	2	2
NNC(=O)c1ccc(COc2cccc3ccccc23)o1	0	-7	-0.9	-6	0.4	-20	7	-4	-1	-8
COc1cc(CC2COC(c3ccc(O)c(OC)c3)C2COC(C)=O)ccc1O (stereo not drawn)	-3	0	0.7	-4	5.7	2	-7	-2	1	2
Cc1ccc(/C=N/NC(=O)c2cc(-c3ccccc3)nc3ccccc23)o1	-5	-10	-1.7	3	-1.0	-47	0	-2	-5	-84
CC(C)(C)C(=O)N1CCN(CCN2C(=O)c3cccc4cccc(c34)C2=O)CC1	-3	-4	-0.1	-2	0.5	17	0	-1	2	-2
CCc1nnc(NC(=O)c2nc(S(=O)(=O)Cc3ccc(C)cc3)ncc2Cl)s1	?	1	-1.8	4	0.2	64*	-2	1	-2	-2
C/C(=N\OC(=O)Nc1ccccc1)c1ccc(C)cc1	6	-4	-0.9	-1	1.1	7	-3	-13	-8	-2
CCc1ccc(NC(=O)CCNS(=O)(=O)c2cccc3nonc23)cc1	-1	-15	-1.3	2	0.4	-12	4	1	-9	-1
CSCCC(C(=O)Nc1ccc2c(c1)OCO2)N1C(=O)c2ccccc2C1=O (stereo not drawn)	6	-5	-3.2	-1	-1.7	-9	-2	2	-9	0
CCCCN1C(=O)C(NC(C)=O)c2cc(Br)ccc21 (stereo not drawn)	26	-3	0.9	-2	0.3	22	-8	-1	-4	·
COc1ccc(NC(=O)CCn2c(=S)[nH]c3ccccc3c2=O)cc1OC	-5	12	-2.6	-3	-0.1	14	1	3	-14	-5
Cc1ccc(O)c(-c2cc(-c3cccc(F)c3)n[nH]2)c1	0	0	-0.5	-3	-0.2	-25	3	-2	-4	-4
O=C(Cc1ccc(Cl)cc1)NCC(=O)N1CCCCC1	-10	-5	0.1	0	-0.3	25	1	-2	-4	3
O=C1c2ccccc2NC(c2ccccc2Br)N1CCCN1CCOCC1 (stereo not drawn)	-13	5	0.2	-4	-1.1	2	7	3	9	-5
O=C(Cc1c(F)cccc1Cl)NCCCn1ccnc1	-4	3	-0.3	-4	-0.2	4	0	1	-7	-2
COc1ccc(S(=O)(=O)N2CCN(Cc3cc(=O)n4ccccc4n3)CC2)cc1	14	-3	-2.0	-6	1.3	26	0	-1	2	0
CCOC(=O)Cc1csc(NC(=O)COc2ccccc2)n1	8	-9	-3.3	0	0.6	-1	-5	-1	1	-3
